Compound activity as filed in PubChem.
mABHD4 FP – inhibits mouse alpha/beta hydrolase domain 4. purified mABHD4, FP-Rh probe fluorescence polarization. Q8VD66. inhibition, % at 8.92 µM. actives 0.54% (n = 370,000). AID 720543;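 active means inhibition exceeding the mean over every tested compound plus 3 SD, cut at about 30% in these data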;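 further: 0% = plate median of compound wells and 100% = S159A mutant with DMSO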
Target sequence (Q8VD66 whole entry, looked up, the tested form may be a part): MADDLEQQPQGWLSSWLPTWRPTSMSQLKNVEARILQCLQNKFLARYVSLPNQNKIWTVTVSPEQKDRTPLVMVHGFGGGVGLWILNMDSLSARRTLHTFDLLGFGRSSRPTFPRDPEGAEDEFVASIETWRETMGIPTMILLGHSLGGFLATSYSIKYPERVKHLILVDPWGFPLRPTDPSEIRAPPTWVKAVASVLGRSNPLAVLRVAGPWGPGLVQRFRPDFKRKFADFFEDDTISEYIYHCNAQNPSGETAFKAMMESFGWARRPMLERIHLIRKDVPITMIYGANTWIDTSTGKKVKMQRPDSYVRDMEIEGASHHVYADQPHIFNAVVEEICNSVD
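assay system = mABHD4 protein | compound dosing = single nominal dose of 8.92 µM, 0.89% DMSO final | read-out basis = percent inhibition of probe binding, normalized to plate controls | schedule = Enzyme–compound pre-incubation 45 min, then probe 60 min, both 25 °C | detection = fluorescence polarization, excitation 525 nm, emission 598 nm, BODIPY TMR filters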
rCAG RNA binder – molecules binding r(CAG) RNA repeats; r(CAG) RNA repeat, TO-PRO-1 dye displacement fluorescence; inhibition, % at 3 µM; actives 1.3% (n = 370,000);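 active means inhibition above the plate cutoff, the mean of all test compounds on that plate plus 3 SD, cut at about 35% in these data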;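 further: 0% = DMSO alone and 100% = 100 µM mitoxantrone as full dye displacement; higher means more dye released from RNA so lower well fluorescence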
PRMT1 inh – PRMT1 (human) inhibition, primary screen; Q99873; recombinant PRMT1, activity-based probe fluorescence polarization; inhibition, % at 2.79 µM; actives 1.3% (n = 370,000); AID 652257;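 active means inhibition above about 21% made by adding two undisclosed values, limit read from the data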
HTRA1 inhibitor – HTRA1 (human) protease inhibition; inhibition, % at 5.96 µM; recombinant HTRA1, FP-rhodamine activity-based probe, fluorescence polarization; Q92743; actives 0.5% (n = 340,000); in the data active means inhibition above about 36%;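 further: 0% = enzyme with DMSO and 100% = wells lacking enzyme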
UHRF1 binding – human UHRF1 methylated DNA binding inhibitors. Q96T88. UHRF1 binding to methylated oligo, TR-FRET. inhibition, % at 4.4 µM. actives 0.75% (n = 370,000). AID 687016; in the data active means inhibition above about 21%;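 further: UHRF1 SRA domain binding a hemimethylated CpG hairpin DNA probe; 0% = median of test compound wells and 100% = reference inhibitor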
NPR2 activator – GC-B (human) receptor activation; P20594; HEK293-GC-B cells, CNP EC30, cGMP TR-FRET; 0% at EC30 CNP, 100% saturating CNP; activation, % at 10 µM; actives 0.11% (n = 370,000); AID 1920062;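 active means activation at 10 µM reaching about 35% in either raw or pattern-adjusted values, limit read from the data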
SIAE primary – inhibitors of human sialic acid acetylesterase SIAE | SIAE FP-Rh probe binding, fluorescence polarization | inhibition, % at 9.66 µM | actives 0.69% (n = 370,000) | AID 1053197;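 active means inhibition above a cutoff: mean of compounds within the control limits plus 3 SD of those, cut at about 17% in these data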;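 further: 0% = plate median of compound wells and 100% = probe without SIAE protein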
TCR-CD3 inh – inhibitors of human TCR-CD3 interaction. actives 0.37% (n = 360,000). inhibition, % at 9.4 µM. TAMRA-labeled TCR probe fluorescence, biochemical; in the data active means inhibition above about 19%;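 further: recombinant mutant TCR 2C K166C tagged with TAMRA read by polarization; 0% = receptor in buffer alone and 100% = receptor with positive control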
NPR1 activator – GC-A (human) enzyme activation | HEK293 GC-A cells, cGMP TR-FRET, EC30 ANP; 0% at EC30 ANP, 100% saturating ANP | actives 0.14% (n = 370,000) | activation, % at 10 µM | P16066 | AID 1671463; in the data active means activation above about 40%
MBD2 DNA inh – inhibitors of human MBD2 binding to methylated oligonucleotide; TR-FRET; AID 686964; actives 0.31% (n = 370,000); inhibition, % at 4.4 µM; in the data active means inhibition above about 13%
Numbers without * were called inactive; · = no result given. Some of the compounds tested (hit frequency here may not be typical).

SMILES	mABHD4 FP	rCAG RNA binder	PRMT1 inh	HTRA1 inhibitor	UHRF1 binding	NPR2 activator	SIAE primary	TCR-CD3 inh	NPR1 activator	MBD2 DNA inh
CCCCN1C(=O)C(CC(=O)NCCN2CCOCC2)CC(C(=O)N(C(C)C)C(C)C)=C1C (stereo not given)	-3	-2	-2	1	0	2	4	-6	4	1
COc1ccc(/C=C2/SC(=S)N(n3c(C)ccc3C)C2=O)cc1	8	6	10	-16	22*	1	6	0	-9	13*
COc1ccccc1N1CCN(c2ccc3c(c2)S(=O)(=O)c2cccc(C(=O)NCc4ccc(F)cc4)c2C3=O)CC1	3	15	-4	2	1	-1	1	5	1	-5
COCCNC(=S)N1CCC(NC(=O)C23CC4CC(CC(C4)C2)C3)CC1	-5	-8	2	5	1	2	-8	5	6	0
COc1ccccc1Oc1ncnc2c1cnn2-c1ccccc1	-6	0	1	-6	-2	1	0	8	2	-2
Cc1oc(-c2ccccc2)nc1C(=O)O	5	-1	-1	-2	-1	-3	3	5	-2	1
CCc1ccc(C(=O)COC(=O)CNC(=O)c2ccco2)cc1	-2	2	1	-2	-2	1	1	3	6	0
CN(C(=O)COC(=O)c1cc2ccccc2cc1O)c1ccccc1	-3	1	2	-26	-2	-1	3	-7	3	4
ONC(=Nc1ccccc1Cl)c1c(F)cccc1F	-2	-3	-2	2	-3	3	0	-2	1	1
CCOc1ccccc1/C=N/Nc1ccc(Cl)nn1	-2	2	2	0	0	-1	-4	-5	-3	4
CC1=C(C(=O)OC2CCCC(C)C2)C(c2ccccc2)NC(=O)N1 (stereo not given)	-3	-8	-1	-15	1	0	1	-3	-7	1
Cc1ccc(NC(=O)CSCC(=O)NCc2cccc(C(F)(F)F)c2)cc1	-3	-2	2	-15	1	-11	0	6	0	-1
CC12CCC(=O)N1C(C(=O)OCC(=O)Nc1ccc(S(N)(=O)=O)cc1)CS2 (stereo not given)	1	3	-1	8	1	1	-11	1	3	-1
O=C(CSc1nc2ccccc2c(=O)n1CCCN1CCOCC1)N1CCN(c2ccccc2)CC1	-5	-5	3	3	3	-3	3	-3	5	4
CSc1ncccc1C(=O)NCC(=O)Nc1ccc(F)c(F)c1	8	0	-4	3	-3	-2	-1	6	2	-7
C/C(=N\Nc1nc(C)cc(-c2ccccc2)n1)c1ccccc1	11	-1	2	-7	1	-7	-2	1	-3	3
CCN(Cc1cccs1)C(=O)CN1CCN(S(=O)(=O)c2ccc3c(c2)OCCCO3)CC1	2	-8	-1	0	-3	-1	-1	4	1	-2
COc1ccc(-n2c(C)cc(C(=O)CN3C(=O)C(=O)N(Cc4ccccc4)C3=O)c2C)cc1	-11	11	-1	-9	-2	2	1	8	-5	-3
CCOC(=O)/C=C/C(=O)OCC(=O)Nc1cccc(Br)c1	-2	-1	3	-2	-2	1	1	6	-3	0
CCCCNC(=O)C1c2ccccc2OCC(=O)N1CCc1ccccc1 (stereo not given)	3	-2	4	·	0	-5	10	-10	-3	3
O=C1CNC(=S)N1Cc1ccccc1Cl	2	-2	7	-6	-1	-2	-1	-1	4	8
COc1ccc(N2C(=O)C3CCCN3C2c2ccc(F)cc2)cc1Cl (stereo not given)	-2	0	1	-8	1	-9	6	-10	-14	0
CN(C)/C=C(\C#N)C(=O)Nc1ccc(F)cc1	4	0	-1	2	2	4	-1	-1	-2	-1
COc1ccc(-c2cc(C3CCN(c4ccc(C(C)=O)cc4[N+](=O)[O-])CC3)[nH]n2)cc1	-19	10	0	-39	-1	-9	-21	1	-4	-3
Cc1nc([N+](=O)[O-])c(SCC(N)=O)n1Cc1ccccc1	-2	-2	0	-1	1	2	-2	4	0	-1
Nc1cc(Cl)ccc1C(=O)OCC(=O)NC1CCCCCCC1	-2	0	0	-4	0	-1	13	4	-6	0
CCOc1ccc2nc(NC(=O)C3=NNC(=O)CC3)sc2c1	-2	0	-5	0	3	-5	-8	2	1	3

Entries listed so far that contain four or more nitrogen atoms (8):
SMILES	mABHD4 FP	rCAG RNA binder	PRMT1 inh	HTRA1 inhibitor	UHRF1 binding	NPR2 activator	SIAE primary	TCR-CD3 inh	NPR1 activator	MBD2 DNA inh
CCCCN1C(=O)C(CC(=O)NCCN2CCOCC2)CC(C(=O)N(C(C)C)C(C)C)=C1C (stereo not given)	-3	-2	-2	1	0	2	4	-6	4	1
COc1ccccc1Oc1ncnc2c1cnn2-c1ccccc1	-6	0	1	-6	-2	1	0	8	2	-2
CCOc1ccccc1/C=N/Nc1ccc(Cl)nn1	-2	2	2	0	0	-1	-4	-5	-3	4
O=C(CSc1nc2ccccc2c(=O)n1CCCN1CCOCC1)N1CCN(c2ccccc2)CC1	-5	-5	3	3	3	-3	3	-3	5	4
C/C(=N\Nc1nc(C)cc(-c2ccccc2)n1)c1ccccc1	11	-1	2	-7	1	-7	-2	1	-3	3
COc1ccc(-c2cc(C3CCN(c4ccc(C(C)=O)cc4[N+](=O)[O-])CC3)[nH]n2)cc1	-19	10	0	-39	-1	-9	-21	1	-4	-3
Cc1nc([N+](=O)[O-])c(SCC(N)=O)n1Cc1ccccc1	-2	-2	0	-1	1	2	-2	4	0	-1
CCOc1ccc2nc(NC(=O)C3=NNC(=O)CC3)sc2c1	-2	0	-5	0	3	-5	-8	2	1	3

Part of the list above, with each value named.
> CC1=C(C(=O)OC2CCCC(C)C2)C(c2ccccc2)NC(=O)N1 (stereo not given)
  mABHD4 FP: -3 | rCAG RNA binder: -8 | PRMT1 inh: -1 | HTRA1 inhibitor: -15 | UHRF1 binding: 1 | NPR2 activator: 0 | SIAE primary: 1 | TCR-CD3 inh: -3 | NPR1 activator: -7 | MBD2 DNA inh: 1
> Cc1ccc(NC(=O)CSCC(=O)NCc2cccc(C(F)(F)F)c2)cc1
  mABHD4 FP: -3 | rCAG RNA binder: -2 | PRMT1 inh: 2 | HTRA1 inhibitor: -15 | UHRF1 binding: 1 | NPR2 activator: -11 | SIAE primary: 0 | TCR-CD3 inh: 6 | NPR1 activator: 0 | MBD2 DNA inh: -1
